SENP6 inh = blocks the human protease SENP6. Q9GZR1. actives 1.8% (n = 330,000). Recombinant SENP6 catalytic domain, aminoluciferin luminescence. inhibition, % at 10 µM. AID 2599;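 active = inhibition above about 50% at the single tested dose, limit read from the data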;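 also: plate controls were DMSO wells with enzyme for no effect and DMSO wells lacking enzyme for full effect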
HKDC1 inh = inhibitors of human hexokinase HKDC1; recombinant HKDC1, G6PDH/diaphorase resazurin coupled fluorescence; inhibition, % at 20 µM; actives 0.16% (n = 340,000); AID 493160; Q2TB90;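 active = inhibition above about 35% when tested at 20 µM, limit read from the data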;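 also: plate controls were DMSO wells with enzyme for no effect and DMSO wells lacking enzyme for full effect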
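Test system: recombinant HKDC1 (HK5) hexokinase enzyme, produced in-house; Amount: enzyme 5 µg/mL final; Buffer or medium: Tris pH 8.0 buffer with MgCl2, Tween-20, BSA, BME; Reagent: glucose and ATP substrates; Doses: 20 µM test compound, 1% DMSO; Incubation: 90 min reaction incubation at room temperature, dark; Detection: resorufin fluorescence at 613 nm.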
SENP8 block-1 = blocks the human protease SENP8; inhibition, % at 10 µM; Q96LD8; actives 1.2% (n = 330,000); AID 2540; purified SENP8, Z-RLRGG-aminoluciferin cleavage, luminescence; in the data active = inhibition above about 50%
SENP8 block-2 = SENP8 (human) protease inhibition. Q96LD8. recombinant SENP8, Nedd8 substrate fluorescence. inhibition, % at 20 µM. actives 0.64% (n = 360,000). AID 602440; in the data active = inhibition mostly above about 40%, no sharp cut-off; inactive = mostly below about 27%
Apaf-1 inh = inhibitors of human Apaf-1 apoptosome; O14727; reconstituted apoptosome caspase-3 activity, DEVD-Rh110 fluorescence; inhibition, % at 20 µM; actives 0.71% (n = 330,000); active = inhibition of at least 40% at 20 µM;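 also: plate controls were DMSO wells for no effect and DEVD-CHO caspase inhibitor wells for full effect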
Target sequence (O14727 whole entry, looked up): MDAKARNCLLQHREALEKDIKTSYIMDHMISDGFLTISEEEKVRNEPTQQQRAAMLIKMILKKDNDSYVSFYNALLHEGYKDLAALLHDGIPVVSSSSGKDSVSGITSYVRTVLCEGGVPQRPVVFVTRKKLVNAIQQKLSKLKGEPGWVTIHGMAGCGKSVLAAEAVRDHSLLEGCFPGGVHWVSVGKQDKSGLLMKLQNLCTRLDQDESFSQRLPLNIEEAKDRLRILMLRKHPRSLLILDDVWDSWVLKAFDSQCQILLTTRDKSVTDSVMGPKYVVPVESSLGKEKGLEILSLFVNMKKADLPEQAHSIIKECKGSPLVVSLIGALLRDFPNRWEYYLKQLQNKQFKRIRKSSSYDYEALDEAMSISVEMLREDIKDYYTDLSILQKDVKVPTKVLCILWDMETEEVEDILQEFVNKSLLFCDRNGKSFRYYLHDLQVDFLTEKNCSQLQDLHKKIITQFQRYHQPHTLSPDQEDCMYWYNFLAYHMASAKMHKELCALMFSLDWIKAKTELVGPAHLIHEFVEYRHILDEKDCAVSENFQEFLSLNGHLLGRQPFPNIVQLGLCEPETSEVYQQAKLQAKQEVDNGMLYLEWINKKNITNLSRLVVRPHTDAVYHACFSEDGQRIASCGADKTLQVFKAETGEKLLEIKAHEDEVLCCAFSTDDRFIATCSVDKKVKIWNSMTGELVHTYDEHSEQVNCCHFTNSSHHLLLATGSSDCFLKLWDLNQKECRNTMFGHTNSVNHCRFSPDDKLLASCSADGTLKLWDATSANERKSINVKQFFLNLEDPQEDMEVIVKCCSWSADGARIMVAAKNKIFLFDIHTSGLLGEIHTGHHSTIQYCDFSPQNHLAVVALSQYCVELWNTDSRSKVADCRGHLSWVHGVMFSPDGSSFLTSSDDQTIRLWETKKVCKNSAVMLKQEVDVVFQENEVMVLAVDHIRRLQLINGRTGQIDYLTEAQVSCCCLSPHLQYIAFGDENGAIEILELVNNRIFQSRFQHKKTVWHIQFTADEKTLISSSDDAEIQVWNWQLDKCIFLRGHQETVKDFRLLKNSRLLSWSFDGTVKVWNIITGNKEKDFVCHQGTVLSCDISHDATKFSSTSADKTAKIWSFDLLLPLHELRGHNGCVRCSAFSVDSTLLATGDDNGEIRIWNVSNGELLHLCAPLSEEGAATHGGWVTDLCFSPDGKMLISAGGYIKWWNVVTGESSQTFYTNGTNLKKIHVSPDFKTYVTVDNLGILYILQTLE
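System: Apoptosome proteins | Medium: Hepes pH 7.5 with detergent and BSA | Also added: Cytochrome c trigger plus (Z-DEVD)2-Rh110 caspase-3 substrate | Incubation: 30 min compound preincubation, 50 min activation, room temperature | Detection: Rhodamine 110 fluorescence at Ex 480/Em 540 nm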
SENP1 inh = SENP1 (human) catalytic domain inhibition | inhibition, % at 10 µM | Q9P0U3 | recombinant SENP1 catalytic domain, CyPet-SUMO1-YPet FRET cleavage | actives 0.21% (n = 360,000);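 active = inhibition at least 30% at 10 µM, raw YFP signal under a set limit, fluorescence ratio 0.5 to 1.5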;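 also: 0% = enzyme with DMSO and 100% = no enzyme wells; some results filed as inactive read as strong as hits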
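Test system: recombinant human SENP1 catalytic domain, His6-tagged / Medium: pH 8 Tris buffer with EDTA, NaCl, BME, BSA, NP40, catalase / Also added: SUMO1 FRET substrate flanked by Cypet and Ypet, 25 nM / Times: 50 min reaction at room temperature / Signal: FRET, CFP and YFP emission / Control set: no-enzyme low control and enzyme-plus-DMSO high control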
PfG6PD inh = PfG6PD (Plasmodium falciparum) enzyme inhibition | PfGluPho enzyme, NADPH resazurin-diaphorase fluorescence | actives 0.78% (n = 350,000) | inhibition, % at 20 µM | AID 504690;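 active = inhibition reaching at least a set limit at 20 µM in the primary screen, cut at about 59% in these data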;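 also: 0% = DMSO wells with substrate and 100% = DMSO wells lacking glucose-6-phosphate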
NALP3 yeast inh = inhibitors of NALP3 inflammasome in yeast; Yeast reconstituted NLRP3/ASC/caspase-1, beta-gal luminescence, 24 h; inhibition, % at 10 µM; actives 0.39% (n = 330,000); AID 2825;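 active = inhibition of 50% or more; inactive = inhibition below 50%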;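 also: plate controls were induced DMSO wells for no effect and uninduced yeast grown without galactose for full effect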
SENP7 inh = SENP7 protease inhibition. inhibition, % at 5 µM. actives 1.5% (n = 330,000). recombinant SENP7, Z-RLRGG-aminoluciferin luminescence, 40 min;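 active = inhibition above about 50% at the single test dose, limit read from the data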;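 also: plate controls were DMSO with enzyme for no effect and no enzyme buffer wells for full effect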
Numbers without * were called inactive; . = no result given.

SMILES | SENP6 inh | HKDC1 inh | SENP8 block-1 | SENP8 block-2 | Apaf-1 inh | SENP1 inh | PfG6PD inh | NALP3 yeast inh | SENP7 inh
Cn1c(=O)cc(OCCCC(=O)NCc2ccccn2)c2ccccc21 | 2 | -6 | 5 | 16 | -5 | -1 | -5 | 5 | 1
CCOC(=O)c1cc(C(C)=O)c(=O)[nH]c1C | -7 | 11 | -5 | -1 | -2 | -2 | 9 | 0 | 3
CCN(CC)CCNC(=O)c1cc(Sc2nnc(C)s2)nc2ccccc12 | -9 | -8 | 1 | -36 | -18 | 1 | -3 | -10 | 0
COc1ccc(NC(=O)CN(C)C(=O)CCc2c[nH]c3ccccc23)cc1 | 8 | 2 | -4 | 14 | 0 | 0 | 8 | 7 | -1
CN(c1ccccc1)c1nc(N)c([N+](=O)[O-])c(N2CCCC2)n1 | 2 | -3 | -3 | 16 | 9 | 0 | -2 | 12 | -4
NC(=O)c1sc2nc3c(cc2c1N)CCC3 | 9 | -2 | -9 | -402 | -15 | -11 | 18 | 6 | 11
CC(=O)Nc1ccc(NC(=O)C(C)OC(=O)CC23CC4CC(CC(Br)(C4)C2)C3)cc1 (stereo not given) | -4 | 1 | 7 | 2 | 3 | 0 | 6 | 18 | 6
COc1cc(OC)c(C(=O)OCC(=O)c2cc(C)n(CC3CCCO3)c2C)cc1OC (stereo not given) | 0 | -1 | 4 | 5 | -15 | 1 | 1 | 3 | -3
COC(=O)C(NC(=O)CCc1nnc2ccc(N3CCC(C)CC3)nn12)C(C)C (stereo not given) | -8 | -1 | 0 | -2 | 0 | 2 | 9 | 6 | -3
COc1ccc(N(CC(=O)N/N=C/c2ccc3c(c2)OCO3)S(=O)(=O)c2ccc(NC(C)=O)cc2)cc1 | -9 | 2 | 0 | 14 | 3 | -1 | 10 | -6 | -3
COc1ccccc1N/C(N)=N/c1nc(C)cc(C)n1 | -7 | -1 | -9 | 17 | -3 | 1 | -16 | -14 | -1
COc1ccc(OCC(=O)Nc2ccccc2N2CCN(C)CC2)cc1 | -22 | -3 | -10 | 0 | 8 | 1 | 9 | 20 | -8
Cc1ccc(NC(=O)CC2SC(=Nc3ccc(O)cc3)NC2=O)cc1 (stereo not given) | -17 | -1 | -13 | 8 | 10 | 2 | -10 | 11 | -8
CN1CCN(CC#CCn2c3ccccc3c3ccccc32)CC1 | -5 | 8 | 2 | -3 | -1 | 2 | 9 | 28 | -2
Cc1ccccc1OCC(=O)Nc1ccccc1N1CCOCC1 | -4 | -2 | -4 | 31 | 17 | 0 | -26 | 9 | -5
CC(=O)NS(=O)(=O)c1ccc(NC(=O)c2oc3c(Cl)cccc3c2C)cc1 | -13 | 1 | 1 | . | -4 | . | 6 | 2 | 1
COc1ccc(/C(C)=N\NC(=O)c2ccc3c(c2)OCO3)cc1OC | -29 | . | 2 | . | -6 | . | . | 8 | 5
Nc1ccc(-c2ccc(N)c([N+](=O)[O-])c2)cc1[N+](=O)[O-] | -17 | -3 | -11 | 37 | 9 | 2 | 7 | 33 | -12
O=C(/C(=C/c1ccccc1)n1cncn1)c1ccc(Cl)cc1Cl | 11 | 11 | 0 | 14 | 10 | -1 | 6 | 32 | 6
C=CC(=O)NC(NC(=O)C=C)c1ccccc1F | 0 | -7 | 4 | 15 | -12 | 0 | 14 | 4 | 0
Cc1ccccc1OCC(=O)Nc1ccc2c(c1)C(=O)N(CCC(=O)O)C2=O | -12 | -4 | 4 | -60 | -6 | -1 | -12 | 8 | 1
CCCNC(=O)CSc1nnc(-c2ccco2)n1C | -12 | -3 | -3 | 10 | -7 | 0 | -14 | -3 | 9
Fc1ccc(CCNc2ncnc3[nH]ncc23)cc1 | . | -4 | . | -177 | . | -1 | 0 | . | .
O=C(c1cn(-c2ccccc2)nc1-c1cccc([N+](=O)[O-])c1)N1CCCCC1 | -11 | -5 | -3 | 8 | 23 | 1 | 37 | 4 | -12
N#Cc1ccsc1NC(=O)CN1CCCCC1 | -6 | 6 | 4 | 11 | 2 | -3 | -3 | 12 | 1
C/C(N)=C(/C#N)C(=O)COC(=O)c1cc(-c2cccc3ccccc23)nc2ccccc12 | -7 | -6 | -10 | -354 | 3 | -9 | 27 | 17 | -2
O=C(O)CC/C(=N\Nc1ccccc1[N+](=O)[O-])c1cccs1 | 23 | 3 | 18 | 26 | 15 | -22 | -17 | 22 | 3
COC(=O)c1sc2nc3c(c(-c4cccs4)c2c1N)CCCC3 | -26 | 3 | -4 | -432 | 14 | -25 | -13 | 7 | 6
COc1ccc(/C=C2\CCCC3C2=NN(C(=O)COC(=O)CNC(=O)c2ccccc2)C3c2ccc(OC)cc2)cc1 (stereo not given) | -17 | 7 | -15 | -23 | 32 | 2 | -3 | 9 | -4
Cc1cccc2sc(NC(=O)CSc3nnnn3C)nc12 | -12 | 3 | -9 | 3 | 5 | 2 | -6 | 21 | 8
Nc1nccnc1C(=O)OCc1nc2sc3c(c2c(=O)[nH]1)CCCC3 | -22 | 0 | -8 | -409 | -2 | -6 | 19 | 24 | -3
O=S(=O)(c1ccc(Cl)s1)N1CCC(Cc2ccccc2)CC1 | -11 | 19 | 9 | 10 | -1 | -1 | -14 | 9 | -1
Cc1ccc(C)c(C2C(C#N)=C(N)Oc3cc(C)oc(=O)c32)c1 (stereo not given) | -17 | -5 | 1 | 9 | -5 | -13 | -24 | 22 | -3
O=C1CC(C(=O)Nc2cccc(Cl)c2)n2ncnc2N1 (stereo not given) | 7 | -3 | 5 | 10 | -6 | 1 | 8 | 0 | -5
CCOC(=O)Cc1cnc(NC(=O)CSc2nc3ncnc(N)c3[nH]2)s1 | -7 | -6 | -7 | 1 | 0 | -3 | 6 | 8 | -8
CCC(=O)C1CCCN(C(=O)CCc2nnc(-c3ccc4c(c3)OCO4)o2)C1 (stereo not given) | 11 | -9 | -19 | 8 | 7 | 5 | 6 | 13 | 20

Record cards, from the list above.
Record of `N#Cc1ccsc1NC(=O)CN1CCCCC1` : SENP6 inh = -6; HKDC1 inh = 6; SENP8 block-1 = 4; SENP8 block-2 = 11; Apaf-1 inh = 2; SENP1 inh = -3; PfG6PD inh = -3; NALP3 yeast inh = 12; SENP7 inh = 1
Record of `O=S(=O)(c1ccc(Cl)s1)N1CCC(Cc2ccccc2)CC1` : SENP6 inh = -11; HKDC1 inh = 19; SENP8 block-1 = 9; SENP8 block-2 = 10; Apaf-1 inh = -1; SENP1 inh = -1; PfG6PD inh = -14; NALP3 yeast inh = 9; SENP7 inh = -1

Results in SENP1 inh and SENP8 block-1 (three entries from above):
mol | SENP1 inh | SENP8 block-1
COc1ccc(/C=C2\CCCC3C2=NN(C(=O)COC(=O)CNC(=O)c2ccccc2)C3c2ccc(OC)cc2)cc1 (stereo not given) | 2 | -15
Cc1cccc2sc(NC(=O)CSc3nnnn3C)nc12 | 2 | -9
Nc1nccnc1C(=O)OCc1nc2sc3c(c2c(=O)[nH]1)CCCC3 | -6 | -8

The results go on:
SMILES | SENP6 inh | HKDC1 inh | SENP8 block-1 | SENP8 block-2 | Apaf-1 inh | SENP1 inh | PfG6PD inh | NALP3 yeast inh | SENP7 inh
CC1CCCN(S(=O)(=O)c2ccc(C(=O)Nc3nnc(-c4ccco4)o3)cc2)C1 (stereo not given) | -5 | 0 | -2 | 12 | 10 | 0 | -35 | 7 | -10
CC(C)C(NC(=O)c1ccc(F)cc1)C(=O)N1CCC1 (stereo not given) | 0 | 0 | -3 | 3 | 1 | 2 | -2 | -6 | -4
Cc1cc(Nc2ccc(Br)cc2F)n2ncnc2n1 | -1 | -2 | 13 | 3 | -1 | 2 | -14 | -9 | -1
CCCCn1c(N)c(N(CCC(C)C)C(=O)c2c(C)noc2C)c(=O)[nH]c1=O | -15 | -2 | -9 | -14 | 0 | -21 | 10 | 19 | 4
COc1ccc(N2CCN(C(=O)CCCCn3c(=O)[nH]c4ccsc4c3=O)CC2)cc1 | 0 | 6 | -2 | 30 | -18 | -2 | 3 | 12 | 1
CCOC(=O)CCC(NC(=O)c1ccccc1C(=O)NC(CCC(=O)OCC)C(=O)OCC)C(=O)OCC (stereo not given) | -18 | 6 | -4 | 7 | -3 | 1 | -13 | 15 | 0
CCCCCC(O)(CCN1CCCCC1)c1ccc(OCC)cc1 (stereo not given) | -16 | -6 | -10 | 13 | 1 | 2 | 5 | 10 | -9
Cc1cc(-c2ccccc2)nc(N(C)NC(=O)C(C)(C)C)c1S(C)(=O)=O | -7 | -10 | 8 | 6 | 1 | 0 | 9 | 11 | 0
COc1ccccc1/C=c1\sc2nc(-c3ccco3)nn2c1=O | -50 | 17 | -3 | -6 | 13 | 0 | -9 | 18 | -5
O=C(NC1=NCCCCC1)c1cccc2ccccc12 | -10 | 0 | -18 | -38 | 10 | 2 | 3 | -13 | -11
O=C(NCCCN1CCCC1=O)Nc1ccccc1Cl | -17 | -4 | -5 | -6 | 2 | -1 | -5 | -4 | -4
COc1ccc(NC(=O)C2CCCN(S(C)(=O)=O)C2)c(OC)c1 (stereo not given) | 4 | 3 | -4 | 9 | -18 | 2 | 0 | 9 | -11
NC1=NC(=O)/C(=C\c2ccc(-c3ccc(Cl)cc3)o2)S1 | -13 | 2 | 3 | -497 | 17 | -26 | -4 | 16 | 2
O=C(CN(c1ccc(F)cc1)S(=O)(=O)c1ccc2c(c1)OCCO2)Nc1ccccc1 | -1 | 3 | -1 | 32 | 4 | 1 | -4 | -5 | -1
COc1ccccc1N1CCN(CCCCOc2c(OC)cccc2OC)CC1 | 4 | -2 | -3 | 8 | 2 | 3 | 11 | 19 | -8
CCn1nnnc1SCC(=O)Nc1sc(C)c(C)c1C#N | -6 | -8 | -2 | 33 | 2 | 3 | 16 | 17 | -4
Cc1cccc(Nc2nc(OCC#N)nc(N(C)C)n2)c1 | 12 | 0 | 0 | 12 | -7 | 1 | -6 | 19 | -4
COc1cccc2sc(N3CCN(c4nc5ccccc5s4)CC3)nc12 | -5 | 1 | 3 | 12 | 7 | 0 | -4 | -11 | 3
CN(CCc1ccccc1)C(=O)c1cccc(NC(=O)Cc2cccc(NC(=O)C3CCN(C(=O)c4ccccc4)CC3)c2)c1 | . | 5 | . | 9 | . | 1 | -15 | . | .
CCCN(C(=O)CSc1nnnn1C)c1c(N)n(Cc2ccccc2)c(=O)[nH]c1=O | -2 | 3 | 5 | 5 | -1 | -3 | -4 | 30 | 7
O=C(COC(=O)c1cc(S(=O)(=O)N2CCCC2)ccc1O)Nc1ccccc1Br | -2 | -4 | -1 | -333 | 15 | 0 | -8 | -35 | -7
CCOC(=O)CC1CCCCN1C(=O)c1ccc2nc(CCOC)oc2c1 (stereo not given) | -7 | -1 | -1 | -2 | -2 | 0 | -4 | 11 | 5
Cc1nnc2sc(-c3ccncc3)nn12 | 24 | -2 | -2 | 17 | -2 | -1 | -12 | -2 | 8
